KCNK3 block: human KCNK3 channel inhibition, primary screen | hit rate 0.84% among 340,000 | B-score at 10 µM | O14649 | AID 602410 | CHO-KCNK3 thallium flux, FluxOR fluorescence; active compounds read low;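 active = B-score under library mean minus 4 SD, starting fluorescence ratio at most library mean plus 5 SD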;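 also: more negative B-score means stronger inhibition of thallium flux through KCNK3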
Target sequence (O14649 whole entry, looked up): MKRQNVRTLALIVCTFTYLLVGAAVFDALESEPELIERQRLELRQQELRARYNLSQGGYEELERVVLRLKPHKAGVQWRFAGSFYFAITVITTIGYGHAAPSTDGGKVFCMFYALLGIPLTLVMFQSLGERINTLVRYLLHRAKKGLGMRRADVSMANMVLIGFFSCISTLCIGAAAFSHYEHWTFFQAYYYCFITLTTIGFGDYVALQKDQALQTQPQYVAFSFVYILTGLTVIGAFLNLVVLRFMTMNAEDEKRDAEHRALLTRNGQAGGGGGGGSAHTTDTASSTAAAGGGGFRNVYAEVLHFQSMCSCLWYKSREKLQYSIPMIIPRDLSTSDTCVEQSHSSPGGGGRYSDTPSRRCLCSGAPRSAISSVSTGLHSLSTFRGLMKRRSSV
GSK3 alpha inh: human GSK-3 alpha kinase inhibition; hit rate 0.1% among 320,000; P49840; ADP-Glo luminescence, 60 min; inhibition, % at 10 µM;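 in the data active = inhibition above about 50%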;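 also: GST-tagged GSK-3 alpha with peptide substrate and 25 µM ATP; 0% = DMSO neutral wells and 100% = GW8510 positive control wells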
Target sequence (P49840 whole entry, looked up): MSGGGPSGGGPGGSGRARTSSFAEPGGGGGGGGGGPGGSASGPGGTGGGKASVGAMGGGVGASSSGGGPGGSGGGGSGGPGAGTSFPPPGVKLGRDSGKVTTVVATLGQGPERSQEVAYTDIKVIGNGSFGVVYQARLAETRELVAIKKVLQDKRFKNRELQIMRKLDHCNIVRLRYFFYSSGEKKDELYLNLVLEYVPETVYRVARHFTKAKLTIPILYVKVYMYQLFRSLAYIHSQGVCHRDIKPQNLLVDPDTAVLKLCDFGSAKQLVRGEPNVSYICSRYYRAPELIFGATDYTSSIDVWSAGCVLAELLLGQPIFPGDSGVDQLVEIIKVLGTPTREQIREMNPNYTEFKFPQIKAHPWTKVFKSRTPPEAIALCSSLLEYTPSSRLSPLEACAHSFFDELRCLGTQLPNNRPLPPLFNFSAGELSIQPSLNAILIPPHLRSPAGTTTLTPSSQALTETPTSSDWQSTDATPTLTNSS
* marks the source's active call; other numbers are inactive results; i = inactive. An excerpt; rates above refer to the full screens.

No.	SMILES	KCNK3 block	GSK3 alpha inh
1	Cc1ccccc1-c1cc(C(=O)NCc2ccc3c(c2)OCO3)n(CC2CC(c3cccnc3)=NO2)n1 (stereo not given)	i	3
2	CCN(CC(=O)Nc1ccc2c(c1)OCCO2)C(=O)c1ccccc1Br	i	-1
3	CC(=O)c1cccc(S(=O)(=O)Nc2ccccc2N2CCOCC2)c1	i	0
4	O=C(c1ccccc1)C(O)c1ccccc1 (stereo not given)	i	-2
5	Cc1ccc(C(C)(C)C)cc1S(=O)(=O)Nc1ncnc2sccc12	i	-7
6	CC12CCC(=O)N1C(C(=O)NNC(=O)COc1ccccc1F)CS2 (stereo not given)	i	-3
7	CC(C)N(C(=O)COC(=O)c1ccc(Cl)s1)c1ccccc1	i	17
8	COCCN(CC(=O)Nc1cccc(C)c1C)C(=O)C1(c2ccccc2)CC1	i	0
9	CC(C)Oc1ccc(C(=O)OCC(=O)NC2CCCCCC2)cc1	i	-2
10	CCOC(=O)c1c(C)[nH]c(C(=O)COC(=O)Cn2cc(C(F)(F)F)ccc2=O)c1C	i	4
11	CN(C(=O)COC(=O)Cn1cnc2ccccc21)C1CCCCC1	i	5
12	O=C(COc1ccccc1F)OCC(=O)c1ccc([N+](=O)[O-])cc1	i	-2
13	CCN(CC(=O)Nc1ccccc1OC)C(=O)c1ccc(NC(=O)c2cccs2)cc1	i	2
14	O=C(OCCOc1ccccc1)c1cc(S(=O)(=O)N2CCOCC2)ccc1Cl	i	2
15	NC(=O)c1ccsc1NC(=O)COC(=O)c1cccnc1Cl	i	0
16	COc1ccccc1S(=O)(=O)NCc1ccc(C(=O)NC(C)c2ccccn2)cc1 (stereo not given)	i	-7
17	O=S(=O)(c1ccc(SCc2ccccc2)nc1)N1CCCC1	i	1
18	Cc1nn(C2CCS(=O)(=O)C2)c(C)c1CN(C)C(=O)c1cccc(Cl)c1 (stereo not given)	i	0
19	Cc1cccc(N2CC(C(=O)OCC(=O)Nc3sccc3C(N)=O)CC2=O)c1C (stereo not given)	i	1
20	COc1ccccc1CNC(=O)COC(=O)c1ccc2c(=O)n3c(nc2c1)CCCCC3	i	-39

Structural class, the compounds so far with two or more sulfur atoms.
No.	SMILES	KCNK3 block	GSK3 alpha inh
5	Cc1ccc(C(C)(C)C)cc1S(=O)(=O)Nc1ncnc2sccc12	i	-7
17	O=S(=O)(c1ccc(SCc2ccccc2)nc1)N1CCCC1	i	1

Next section
No.	SMILES	KCNK3 block	GSK3 alpha inh
21	CCOc1ccc(NC(=O)CN(C)C(=O)CCNC(=O)c2ccco2)cc1OCC	i	-3
22	Cn1c(N)c(C(=O)COC(=O)c2cc(-c3ccccc3)nc3ccccc23)c(=O)n(Cc2ccccc2)c1=O	i	-1
23	COc1cc(/C=C/C(=O)O)ccc1OS(=O)(=O)c1cc(Br)ccc1C	i	1
24	CCC1CCc2sc(C(=O)NNC(=S)NCC3CCCO3)cc2C1 (stereo not given)	i	1
25	CCn1c(CCC(N)=O)nnc1SCC(=O)c1cc(C)n(C2CC2)c1C	i	-2
26	Cc1nn(CC(=O)NC2CCC(C)CC2)c(C)c1[N+](=O)[O-] (stereo not given)	i	-1
27	Cn1c(SCc2c(F)cccc2Cl)nc2ccccc2c1=O	i	-1
28	Cc1cnc(C(=O)OCC(=O)Nc2ccccc2[N+](=O)[O-])cn1	i	3
29	CCCc1cc(=O)[nH]c(SC(C)C(=O)Nc2ccc3c(c2)OCCO3)n1 (stereo not given)	i	-6
30	Cc1ccc(S(=O)(=O)Nc2cccc(S(=O)(=O)Nc3ccccc3C(=O)O)c2)c(C)c1	i	-4
31	CCCC[C@@H]1C=C(C(=O)O)[C@H](c2ccc(Cl)cc2)N1S(=O)(=O)c1ccc(C)cc1	i	1
32	O=C(NC1CCC(O)CC1)c1cc(Cl)c2c(c1)OCCO2 (stereo not given)	i	2
33	COc1ccc(CCNC(=O)c2cccc(S(=O)(=O)N3CCCCCC3)c2)cc1	i	0
34	COc1ccc(CNC(=O)C(C)N2C(=O)NC(c3ccccc3)(c3ccccc3)C2=O)cc1 (stereo not given)	i	-3
35	COc1ccc(CC(=O)Nc2ccc(S(=O)(=O)N3CCCC3)cc2)c(OC)c1	i	1
36	CCC(CO)Oc1cc(NCc2ccccc2C(F)(F)F)c2ncn(C(C)C)c2c1 (stereo not given)	i	3
37	O=C(COC(=O)Cc1ccsc1)Nc1cccc(Cl)c1	i	1
38	CCC(C(=O)N1CCN(S(=O)(=O)c2sc(C(=O)O)c(C)c2C(=O)O)CC1)c1ccccc1 (stereo not given)	i	-5
39	Cc1c(NC(=O)c2cccc(NC(=O)Cc3ccc(Cl)cc3)c2)c(=O)n(-c2ccccc2)n1C	i	2
40	COc1ccc(NC(=O)CNc2cccc(S(=O)(=O)N3CCCCCC3)c2)c([N+](=O)[O-])c1	i	-8
41	O=C(N[C@@H]1C/C=C\C[C@H](CC(=O)N(CCO)Cc2ccccc2)C(=O)N[C@@H](Cc2c[nH]c3ccccc23)COC1=O)OCC1c2ccccc2-c2ccccc21	i	0
42	COCCN(CC(=O)Nc1ccccc1C(F)(F)F)C(=O)c1ccc(-n2cccn2)cc1	i	2
43	CC1CC(C)(C)CC2(C1)NC(=O)N(CC(=O)OCc1ccc(Br)cc1)C2=O (stereo not given)	i	2
44	CCN(c1ccccc1)S(=O)(=O)c1ccc(C(=O)NNC(=O)c2ccccc2F)cc1	i	-1
45	O=C(COC(=O)c1ccc(F)c(S(=O)(=O)N2CCOCC2)c1)NCc1ccc(Cl)cc1	i	-3
46	Cc1ccc(S(=O)(=O)N2CCN(C)CC2c2ccccc2)cc1 (stereo not given)	i	-3
47	O=C(Cc1c(F)cccc1Cl)NNC(=O)c1ccco1	i	-2
48	COc1ccc(NS(=O)(=O)c2ccc(C(=O)Nc3c(C)n(C)n(-c4ccccc4)c3=O)cc2)cc1	i	-1
49	Cc1ccc(NC(=O)COC(=O)CCc2ccccc2)cc1S(=O)(=O)N1CCOCC1	i	1
50	COc1ccc2c(c1)OC[C@H]1[C@H]2N2C(=O)c3ccccc3NC(=O)[C@@]2(C)[C@H]1c1ccccc1	i	-1
51	Cc1ccc(-c2csc3ncn(CC(=O)NCC(c4ccco4)N4CCCC4)c(=O)c23)cc1 (stereo not given)	i	1
52	O=C(NC(=S)NC1CCC(O)CC1)c1ccco1 (stereo not given)	i	-2
53	O=S(=O)(/N=C(/Nc1cccnc1)c1ccccc1)c1ccc(F)cc1F	i	1
54	COc1ccc(C)cc1NC(=O)/C=C/c1ccc(OC)c(S(=O)(=O)N2CCOCC2)c1	i	3
55	CCc1ccccc1OCC(=O)NCC1COc2ccccc2O1 (stereo not given)	i	0
56	Cc1ccc(S(=O)(=O)NCCC(=O)OCC(=O)Nc2cccc(Cl)c2)cc1	i	-3
57	Cc1cccc(NC(=O)COC(=O)CCc2c[nH]c3ccccc23)c1	i	-2
58	CN(CC(=O)Nc1ccc(F)cc1)C(=O)COC(=O)/C=C/c1ccccc1[N+](=O)[O-]	i	-3
59	Cn1c2cc(C#N)sc2c2cnn(Cc3ccc(F)cc3)c(=O)c21	i	-2
60	O=C(Nc1cccc(S(=O)(=O)N2CCCCC2)c1)C1CC(=O)N(Cc2ccccc2)C1 (stereo not given)	i	-2
61	Cc1nc(SCC(=O)N2CCOCC2)c2c(=O)n(C)c(=O)n(CC(C)C)c2n1	i	-3
62	CCOc1ccc(NC(=O)C(C)Oc2ccc(C#N)cc2)cc1S(=O)(=O)N1CCCC1 (stereo not given)	i	1
63	CC(C)n1cnnc1SCC(=O)NCC(=O)Nc1ccc(F)cc1	i	1
64	Cc1cccc(N2CC(C(=O)Nc3cccc(S(=O)(=O)N4CCCCC4)c3)CC2=O)c1C (stereo not given)	i	0
65	Cc1csc(CNc2ncnc3ccc(-c4ccc5c(c4)OCCO5)cc23)c1	i	3
66	COCCN(C(=O)COC(=O)Cc1c(C)nc2ccccc2c1C)c1c(N)n(CC(C)C)c(=O)[nH]c1=O	i	1
67	Cn1cccc1C(=O)OCc1cc(-c2ccco2)on1	i	10
68	O=C(CSc1nnnn1-c1ccccc1)NCC1(N2CCOCC2)CCCCC1	i	-1
69	COCCN(CC(=O)Nc1ccccc1C(F)(F)F)C(=O)/C=C/c1ccc2ccccc2n1	i	-5
70	COc1ccccc1S(=O)(=O)Nc1ccc2nc(C)sc2c1	i	-2

Overlap with the part before: seven entries, followed by the next part.
No.	SMILES	KCNK3 block	GSK3 alpha inh
64	Cc1cccc(N2CC(C(=O)Nc3cccc(S(=O)(=O)N4CCCCC4)c3)CC2=O)c1C (stereo not given)	i	0
65	Cc1csc(CNc2ncnc3ccc(-c4ccc5c(c4)OCCO5)cc23)c1	i	3
66	COCCN(C(=O)COC(=O)Cc1c(C)nc2ccccc2c1C)c1c(N)n(CC(C)C)c(=O)[nH]c1=O	i	1
67	Cn1cccc1C(=O)OCc1cc(-c2ccco2)on1	i	10
68	O=C(CSc1nnnn1-c1ccccc1)NCC1(N2CCOCC2)CCCCC1	i	-1
69	COCCN(CC(=O)Nc1ccccc1C(F)(F)F)C(=O)/C=C/c1ccc2ccccc2n1	i	-5
70	COc1ccccc1S(=O)(=O)Nc1ccc2nc(C)sc2c1	i	-2
71	COc1ccccc1CC(=O)Nc1ccc(S(=O)(=O)N2CC(C)CC(C)C2)cc1 (stereo not given)	i	0
72	CCOc1ccc(N(C)S(=O)(=O)c2ccc(C)c(C(=O)N3CCN(Cc4ccc5c(c4)OCO5)CC3)c2)cc1	i	-4
73	COc1ccc(CCNC(=O)CSCC(=O)Nc2cc(S(C)(=O)=O)ccc2Cl)cc1	i	-5
74	Cc1cccc(OCCCC(=O)NNC(=O)c2cccc(N(C)C)c2)c1	i	1
75	CCC1(c2ccc(C)cc2)NC(=O)N(CC(=O)Nc2cccc(S(=O)(=O)N3CCCC3)c2)C1=O (stereo not given)	i	-2
76	O=C(Cc1ccc(S(=O)(=O)N2CCOCC2)s1)N1CCN(S(=O)(=O)c2ccc(Cl)cc2)CC1	i	1
77	CCN(CC)S(=O)(=O)c1ccc(N2CCOCC2)c(NC(=O)COc2ccc(OC)cc2)c1	i	-3
78	COc1ccc(NC(=O)c2cccc3c2C(=O)c2ccc(-c4ccc(F)cc4OCc4ccccc4)cc2S3(=O)=O)cc1	i	-3
79	O=C(OCC(=O)N1CCc2ccccc2C1)c1ccc(F)cc1Cl	i	0
80	CN(C)c1ccc(NC(=O)COC(=O)CNC(=O)c2cccs2)cc1	i	0
81	Cc1ccc(SCC(=O)NCC2COc3ccccc3O2)cc1 (stereo not given)	i	4
82	CC1CCC2(CC1)NC(=O)N(CC(=O)Nc1cc(S(=O)(=O)N3CCCC3)ccc1Cl)C2=O (stereo not given)	i	3
83	CC(C)(O)CCC(C)(C)O	i	-3
84	CC(C)C(NC(=O)c1ccccc1)C(=O)N1CCN(C/C=C/c2ccccc2)CC1 (stereo not given)	i	2
85	CSc1ccccc1NC(=O)CN(C)C(C)C(=O)NCc1ccc2c(c1)OCO2 (stereo not given)	i	-1
86	CCOC(=O)c1ccc(S(=O)(=O)N2CCN(C(=O)C3CSC4(C)CCC(=O)N34)CC2)cc1 (stereo not given)	i	3
87	O=C(COC(=O)C1CCN(c2ccc(C(F)(F)F)cn2)CC1)NCc1ccccc1	i	1
88	Cc1cccc(Nc2nnc(SCC(=O)c3c(N)n(C4CC4)c(=O)[nH]c3=O)s2)c1	i	7
89	CCOc1cc2c(cc1OCC)CN(C(=O)c1cccc(S(=O)(=O)N3CCCC3)c1)CC2	-9.9*	-1
90	CCCCCCCCCCCCCC(=O)O	i	-3
91	COc1ccc(C(=O)N(C)Cc2cnn(Cc3ccccc3)c2)cc1S(=O)(=O)N1CCOCC1	i	0
92	CCN(CC)S(=O)(=O)c1cc(NC(=S)NC(=O)C2CCCC2)ccc1C	-16*	0
93	O=S(=O)(c1ccc(OCc2ccc(Br)cc2)cc1)N1CCOCC1	i	10
94	O=C(NCc1ccccc1CN1CCCC1)C1CCN(S(=O)(=O)c2ccc(Cl)cc2)CC1	i	1
95	C/C(C=O)=C/c1ccccc1	i	-3
96	COc1ccccc1NC(=O)COC(=O)CCC1CCCC1	i	-6
97	COc1cc(OC)cc(-c2sc3ccc(OC)cc3c2C#CC(C)(C)O)c1	i	1
98	CCc1ccc(OCC(=O)OCC(=O)NC2CCCC(C)C2C)cc1 (stereo not given)	i	1
99	Cc1cc(=O)oc2cc(OCC(=O)N3CCN(c4ccccc4)CC3)ccc12	i	-1
100	Cc1cnc(C(=O)OCC(=O)Nc2cccc(S(=O)(=O)N3CCOCC3)c2)cn1	i	-3
101	Cc1ccc(S(=O)(=O)NCC(=O)OCCOc2ccc(Br)cc2)cc1	i	-2
102	Cc1ccccc1C(=O)Nc1cc(S(=O)(=O)N2CCOCC2)ccc1N1CCN(C)CC1	i	-1
103	CN(C(=O)COC(=O)CNC(=O)C1CCCCC1)c1ccccc1	i	3
104	CCN(c1ccccc1)S(=O)(=O)c1ccc(C(=O)N2CCN(c3ccccc3)CC2)cc1	i	-2
105	CS(=O)(=O)c1cccc(C(=O)OCC(=O)NCc2cccs2)c1	i	0
106	O=C(NCc1cccc(Cl)c1)c1cccc(S(=O)(=O)N2CCCCC2)c1	i	-3
107	O=C(CNC(=O)c1ccc(Cl)cc1Cl)OCCOc1ccccc1F	i	-3
108	O=C(CN1C(=O)NC2(CCCCCC2)C1=O)Nc1ccc(Cl)cc1Cl	i	-5
109	O=C(COC(=O)c1cccnc1Cl)NC1CCCc2ccccc21 (stereo not given)	i	-2
110	CSCCC(NC(=O)COc1ccccc1)C(=O)N(C)CC(=O)Nc1ccc(Cl)cc1 (stereo not given)	i	-2
111	COc1ccc(Cl)cc1C(=O)NNC(=O)c1nn(C)c(=O)c2ccccc12	i	-4
112	O=C(Nc1cc(S(=O)(=O)N2CCOCC2)ccc1N1CCCCC1)c1ccc(Cl)cc1	i	-12

Compound activity (PubChem)
